Screening data: PubChem, several laboratories
aSyn 5UTR inh = MLPCN primary screen, SNCA 5' untranslated region; alpha-synuclein 5'UTR reporter, inhibitor activity; inhibition, % (tested at 7.5 µM); actives 0.82% (n = 300,000); AID 1813; in the data active = inhibition above about 60%; inconclusive = no clear call, values can overlap the other calls;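 note: H4 neuroglioblastoma cells stably carrying SNCA 5'UTR luciferase fusion; 0% = DMSO wells and 100% = positive control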
GSK3beta inhib = inhibitors of human GSK3beta kinase. actives 0.038% (n = 300,000). P49841. GST-GSK3beta kinase, ADP-Glo luminescence, 60 min; stronger effect = lower value. activity score (negative = inhibition), % at 10 µM;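 active = more than half of replicate wells score below -50%, meaning over 50% inhibition versus plate controls; inconclusive = some replicates but at most half score below -50%; inactive = no replicate scores below -50%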;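 note: 0% = median DMSO wells and -100% = median GW8510 positive control wells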
Target sequence (P49841 whole entry, looked up): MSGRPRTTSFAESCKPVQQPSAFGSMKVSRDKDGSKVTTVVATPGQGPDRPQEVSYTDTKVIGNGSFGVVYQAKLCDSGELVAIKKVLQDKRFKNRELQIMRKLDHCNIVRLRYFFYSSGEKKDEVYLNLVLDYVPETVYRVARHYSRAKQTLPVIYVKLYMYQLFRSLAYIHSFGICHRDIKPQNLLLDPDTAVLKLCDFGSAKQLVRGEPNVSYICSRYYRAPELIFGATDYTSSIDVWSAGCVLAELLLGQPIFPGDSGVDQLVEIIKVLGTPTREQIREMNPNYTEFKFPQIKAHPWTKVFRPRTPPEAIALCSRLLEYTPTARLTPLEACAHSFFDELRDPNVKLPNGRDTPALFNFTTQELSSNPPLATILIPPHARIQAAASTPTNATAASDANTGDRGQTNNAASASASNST
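test system = GST-tagged human GSK3beta kinase, cell-free | reagent = 25 µM ATP with peptide substrate | dosing = one dose of 10 µM per compound | schedule = 60 min reaction, RT | detection = luminescent ADP-Glo measurement of ADP formed | control set = DMSO neutral wells and GW8510 at 20 µM as positive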
HSF1 inh = HSF1 inhibition; NIH3T3-HGL HSE-luciferase, MG132-induced, luminescence 8 h; stronger effect = lower value; activity change, negative = inhibition, % at 7.5 µM (by protocol); actives 0.77% (n = 300,000); AID 2098;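 active = more than half of replicate wells show activity change below -50%, luminescence cut by over half; inconclusive = some wells, but at most half, below -50%; inactive = no replicate well below -50%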;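 note: luciferase reports HSF-1 transcriptional activity via heat shock element; 0% = median of DMSO wells and -100% = zero luminescence signal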
GSK3A inh = inhibitors of human GSK-3 alpha kinase. actives 0.1% (n = 320,000). inhibition, % at 10 µM. ADP-Glo luminescence, 60 min. P49840;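 in the data active = inhibition above about 50%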;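 note: GST-tagged GSK-3 alpha with peptide substrate and 25 µM ATP; 0% = DMSO neutral wells and 100% = GW8510 positive control wells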
Target sequence (P49840 whole entry, looked up): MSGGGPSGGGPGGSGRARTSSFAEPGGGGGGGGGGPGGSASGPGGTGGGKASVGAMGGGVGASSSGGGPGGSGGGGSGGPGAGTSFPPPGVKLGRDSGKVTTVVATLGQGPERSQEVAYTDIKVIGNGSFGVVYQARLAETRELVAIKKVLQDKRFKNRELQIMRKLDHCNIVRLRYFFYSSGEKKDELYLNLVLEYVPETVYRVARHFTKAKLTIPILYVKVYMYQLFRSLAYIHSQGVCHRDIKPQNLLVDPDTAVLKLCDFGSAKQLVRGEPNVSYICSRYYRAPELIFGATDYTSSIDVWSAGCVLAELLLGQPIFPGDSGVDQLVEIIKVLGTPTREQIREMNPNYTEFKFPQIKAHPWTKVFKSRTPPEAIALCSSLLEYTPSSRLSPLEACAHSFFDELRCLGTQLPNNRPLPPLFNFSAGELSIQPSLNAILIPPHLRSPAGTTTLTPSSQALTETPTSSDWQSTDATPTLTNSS
IEC-6 tox = kills IEC-6 intestinal cells in KLF5 counter-screen; actives 0.78% (n = 290,000); AID 1825; IEC-6 cytotoxicity, luminescence viability; inhibition, % at 5 µM; in the data active = inhibition above about 22%;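 note: 0% = plate median of test compound wells and 100% = cytotoxic reference compound wells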
HSF1 activator = increases HSF-1 driven luciferase reporter signal; actives 1.7% (n = 300,000); NIH3T3-HGL HSF-1 luciferase reporter, MG132, 8 h; 100% = twice DMSO control signal; AID 504408; activation, % at 9 µM;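 active = mean replicate activation of at least 50% with a set share of replicates each reaching 50%; inconclusive = only one of those two conditions met; inactive = mean below 50% and too few replicates reaching it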;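 note: 0% = median of the neutral control wells and 100% = twice that signal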
KLF5 inh = kruppel-like factor 5 inhibition; actives 0.23% (n = 290,000); DLD-1 KLF5 promoter-luciferase reporter, luminescence; inhibition, % at 5 µM; AID 1700;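 active = inhibition above a per-plate limit of that plate's mean compound inhibition plus 3 SD, cut at about 60% in these data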;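 note: 0% = DMSO wells and 100% = LY294002 at 200 µM; higher means less KLF5 promoter-driven luciferase light; inactives centre near -14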
HSP90 refold inh = blocks HSP90-mediated luciferase refolding in reticulocyte lysate; inhibition, % at 5.6 µM; actives 0.91% (n = 290,000); Rabbit reticulocyte lysate, luciferase refolding luminescence, 3 h;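 active = inhibition above the screen-wide mean plus 3 SD, computed separately per campaign, cut at about 16% in these data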;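 note: 0% = DMSO wells and 100% = 60 µM geldanamycin wells; inhibitors lower the luminescence because luciferase stays unfolded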
PolyA inhibitor = inhibitors of polyadenylation in S. cerevisiae | S. cerevisiae SKY197-pL101 polyadenylation reporter, beta-gal luminescence; efflux-impaired pdr1/pdr3 knockout yeast; score 100 = 6 SD above DMSO | calls only at 12 µM | actives 0.02% (n = 300,000) | AID 1875;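 active = lowest replicate activity score at least 50, where 100 means six control SD above control mean; inconclusive = lowest score under 50 but half or more replicates reach 50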;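 note: yeast exposed to compound for 9 h at 30 °C; higher score means more reporter readthrough which indicates perturbed polyadenylation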
AI-2 QS modul = modulators of Vibrio harveyi AI-2 quorum sensing system | Vibrio harveyi JMH597 AI-2 luminescence/OD600 ratio, 9 h; stronger effect = lower value; strain lacks LuxN and CqsS sensors; 0 = neutral-control median | activity change, % at 7.5 µM | actives 0.4% (n = 300,000); in the data active = activity change below about -75%, passing the limit was not always enough; inconclusive = no clear call, values can overlap the other calls;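 note: luminescence divided by OD600 gain over 9 h not by final OD600 alone; inactives centre near 13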
The depositor's hits bear a star; i = inactive; ? = inconclusive; . = no result given. Only part of the results is shown; rates above refer to the full screens.

| smiles | aSyn 5UTR inh | GSK3beta inhib | HSF1 inh | GSK3A inh | IEC-6 tox | HSF1 activator | KLF5 inh | HSP90 refold inh | PolyA inhibitor | AI-2 QS modul |
| --- | --- | --- | --- | --- | --- | --- | --- | --- | --- | --- |
| CN(C)C1(CNC(=O)CC(NC(=O)c2ccccc2Cl)c2ccccc2)CCCCC1 (stereo unspecified) | 1 | 1 | -1 | 2 | 6 | 26 | -6 | 2 | i | 9 |
| CC(C)(C)NC(=O)CN(C(=O)CN1C(=O)C(=O)c2ccccc21)C(C)(C)C | 5 | -3 | 3 | 2 | 6 | 6 | 6 | 2 | i | 23 |
| CCN1CCc2nc(SCC(=O)Nc3ccc(OC)cc3)c(C#N)cc2C1 | -7 | 5 | -2 | 2 | 2 | 0 | -22 | 3 | i | 18 |
| Cc1[nH]nc2c1C1(C(=O)N(Cc3ccc(Cl)cc3)c3ccccc31)C(C#N)=C(N)O2 (stereo unspecified) | -13 | -1 | -1 | -2 | -10 | 4 | 5 | -2 | i | 2 |
| O=C(CCN1C(=O)c2ccccc2C1=O)NCc1cccc(Cl)c1 | -2 | 2 | -1 | 11 | -1 | 0 | 4 | -2 | i | 24 |
| COc1cccc(NC(=O)Cn2c(=O)n(-c3ccccc3)c(=O)c3sccc32)c1 | 0 | 2 | . | -3 | 2 | . | -39 | 3 | i | 14 |
| COCCn1c(SCC(=O)Nc2ccc3c(c2)OCCO3)nc2c(c1=O)SC(C)C2 (stereo unspecified) | . | . | . | 3 | -9 | . | -23 | -4 | . | . |
| CCCCn1c(=O)n(C)c(=O)c2c(C(F)(F)F)cc(-c3ccncc3)nc21 | 11 | 1 | -8 | 2 | -1 | 8 | -44 | 1 | i | 0 |
| O=c1cc(O)c2ccccc2n1Cc1ccccc1 | 7 | 0 | -16 | -7 | 3 | -28 | -16 | -3 | i | -3 |
| O=C(Cc1ccc(Cl)cc1)N/N=C/c1c(Cl)cccc1Cl | 26 | 1 | 0 | 0 | -5 | 9 | -17 | 5 | i | 13 |
| O=C(Nc1ccc(F)cc1F)c1cccn1-c1ncc(C(F)(F)F)cc1Cl | -19 | 1 | 8 | -2 | 6 | 5 | 26 | -2 | i | 12 |
| CCOC(=O)c1c(N)sc2c1CCCC2=O | 1 | -3 | 0 | -1 | -1 | 17 | -16 | 2 | i | -22 |
| CCOc1ccccc1C1C(C#N)=C(SCC(=O)OC)NC(=O)C1C(=O)OC (stereo unspecified) | 15 | -2 | 0 | 1 | 0 | 3 | -23 | 3 | i | 12 |
| Cc1cccc(N2CC(C(=O)Nc3nccs3)CC2=O)c1C (stereo unspecified) | -30 | -5 | 3 | 12 | 2 | 12 | 12 | -2 | i | 4 |
| O=C(CCC1CCCC1)Nc1ccc(C(=O)NCc2cccnc2)cc1 | 72* | -1 | 1 | -2 | 85* | -2 | -21 | 3 | i | 4 |
| CCn1cc(C(=O)N2CCN(c3ccccc3F)CC2)c(=O)c2ccc(C)nc21 | 25 | 1 | 10 | -1 | -2 | 19 | -22 | 9 | i | 7 |
| Cc1ccc2c(c1)N(CC(=O)N(Cc1ccc3c(c1)OCO3)CC1CCCO1)C(=O)C(C)O2 (stereo unspecified) | 35 | -1 | -6 | 9 | -1 | -10 | -7 | 3 | i | 8 |
| CC(C)Cn1c(=O)c2ccccc2n2c(CCC(=O)NC3CCN(Cc4ccccc4)CC3)nnc12 | 24 | -25 | -8 | 4 | -1 | -1 | -13 | 4 | i | -5 |
| CCOc1ccc(C(=O)NC(C(=O)NCc2ccccc2OC)C(C)C)cc1 (stereo unspecified) | -17 | 0 | -2 | -2 | -3 | -11 | -25 | -1 | i | 24 |
| CC(=O)N1CCCc2cc(S(=O)(=O)NC(C(=O)NC(C)c3ccccc3)C(C)C)ccc21 (stereo unspecified) | -5 | 0 | 3 | -1 | -4 | -1 | -31 | -2 | i | 17 |
| CCCN1C2=NS(=O)(=O)CCN2c2ccccc21 | 28 | -1 | -3 | 0 | 2 | -16 | -4 | -2 | i | 17 |
| CC(C)N(C(=O)CSc1nc2c([nH]1)c(=O)n(C)c(=O)n2C)c1ccccc1 | 4 | 2 | -1 | -1 | -6 | 5 | 10 | -4 | i | 6 |
| OCC1(CCOc2ccccc2)CCN(Cc2nc3ccc(F)cc3[nH]2)CC1 | 3 | -3 | -7 | . | -1 | -14 | 0 | 1 | i | 0 |
| Cc1ccc(S(=O)(=O)n2nc(-c3ccco3)nc2N)cc1 | 6 | . | 7 | -3 | 2 | 15 | 20 | -1 | i | . |
| O=C(c1cc2c(s1)CCCCC2)N1CCN(c2ncccn2)CC1 | -10 | -4 | 8 | -2 | -3 | 4 | 5 | 2 | i | 1 |
| COc1cccc(C(=O)Nc2ncc3c(n2)CC(C)(C)CC3=O)c1 | -21 | 2 | 1 | -1 | 6 | 1 | -4 | -1 | i | 18 |
| O=C(Nc1ccc(F)cc1)C(c1ccccc1)N1CCN(S(=O)(=O)c2ccc3ccccc3c2)CC1 (stereo unspecified) | 6 | 4 | -19 | 0 | -1 | -23 | -18 | 1 | i | 9 |
| Clc1cccc(CNCC2CCCO2)c1Cl (stereo unspecified) | 7 | 2 | 3 | -4 | -1 | 8 | -22 | 1 | i | 20 |
| O=C1CC(c2ccccc2)n2nc(NC(=O)c3ccccn3)nc2N1 (stereo unspecified) | -1 | 0 | -9 | . | 0 | -12 | -2 | 1 | i | 5 |
| Cc1ccccc1CSc1nnc2ccc(-c3ccncc3)nn12 | 7 | 0 | -4 | 1 | 1 | -18 | 4 | 6 | i | 5 |
| Cc1ccc(NNC(=O)c2ccno2)cc1Cl | 2 | -1 | 5 | 2 | 4 | -1 | 2 | 1 | i | 16 |
| Cc1cccc(/C=N/NC(=O)c2cc(C3CC3)nc3ccccc23)n1 | -5 | 1 | -5 | -3 | 0 | 18 | 2 | -2 | i | 11 |
| CCOc1ccc(S(=O)(=O)Nc2ccc(C(=O)NCC(c3ccco3)N(C)C)cc2)cc1 (stereo unspecified) | -19 | 1 | 1 | -1 | 2 | 5 | -14 | 1 | i | 32 |
| Cc1cccc(C(=O)NC(=S)Nc2cccc3nc(C)ccc23)c1 | 9 | -22 | -6 | -2 | 8 | 6 | -6 | -1 | i | 19 |
| CCOc1ccc(-c2nc(N)nc(C)c2-c2ccc(OC)c(OC)c2)c(O)c1 | . | . | . | -1 | -8 | . | -24 | -1 | . | . |
| CC1=C(C(=O)Nc2ccccn2)C(c2ccc(Br)cc2)n2ncnc2N1 (stereo unspecified) | 5 | 3 | -13 | -1 | -3 | -30 | 12 | 1 | i | 21 |
| Cc1ccc(OCCOC(=O)c2sc(=S)n(C)c2C)cc1 | 17 | 0 | . | -1 | 2 | . | -14 | 1 | . | 5 |
| Cc1cc(C)[n+](C)n1CC(O)Cn1c2ccccc2c2ccccc21 (stereo unspecified) | -7 | 0 | -1 | -1 | -9 | -15 | -36 | 0 | i | -4 |
| CC1CCN(C(=O)c2[nH]cnc2C(=O)NCC(=O)OCc2ccccc2)CC1 | 14 | -1 | -2 | -1 | 5 | -8 | -3 | -3 | i | 20 |
| CCOc1ccc(-c2c(C(=O)N/N=C/c3c[nH]c4ccccc34)nnn2-c2nonc2N)cc1 | 29 | -6 | -2 | 1 | 11 | -22 | 36 | 1 | i | 10 |
| O=C(Nc1ncccn1)C1CCCCC1 | 10 | 0 | 6 | -3 | 3 | 28 | -7 | 0 | i | 5 |
| COc1ccc(CC(=O)OCC(=O)NCCc2ccccc2)cc1OC | 0 | 1 | 3 | 1 | 2 | -11 | -14 | -6 | i | 22 |
| Cc1ccc(S(=O)(=O)NN2C(=O)c3ccccc3NC2c2ccco2)cc1 (stereo unspecified) | 9 | -2 | 3 | 0 | -1 | 2 | -15 | 1 | i | 14 |
| COc1ccc(N(C(=O)c2ccc(Cl)cc2)C2=CC3CCC(C2)N3C)cc1 (stereo unspecified) | -3 | 3 | -4 | -2 | 0 | 8 | -8 | 3 | i | ? |
| CC12CN3CC(C)(CN(C1)C3c1ccc3ccccc3c1O)C2=O (stereo unspecified) | 13 | . | -8 | -2 | 0 | -31 | 3 | 5 | i | . |
| COc1ccc(C(=O)/C=C/C(=O)N(Cc2ccccc2)C(C(=O)NC2CCCCC2)c2ccncc2)c(O)c1 (stereo unspecified) | 22 | 2 | 7 | -4 | 0 | 35 | -18 | 3 | . | 1 |
| Fc1ccc(COc2ccc(-c3nnco3)cc2)cc1 | -126 | 1 | 15 | -1 | 0 | 21 | -71 | -2 | i | 15 |
| COc1ccccc1Cn1[nH]nnc1=S | 1 | 0 | -1 | -1 | -5 | -4 | -4 | -2 | i | 0 |
| Cc1cccc(NC(=O)Cn2nc(-c3cccs3)ccc2=O)c1C | 25 | 0 | -6 | 0 | 0 | -27 | -20 | 2 | i | 3 |
| COC(=O)c1c(NC(=O)c2cccs2)sc2c1CCC(C)C2 (stereo unspecified) | -113 | -4 | . | 0 | -2 | . | -30 | 0 | i | 15 |
| COC(=O)c1ccc(NC(=O)COc2ccc(S(=O)(=O)NC(C)(C)C)cc2)cc1 | -14 | 1 | 6 | -1 | 0 | 8 | -8 | -1 | i | 28 |
| O=C(Cn1ncc2c3ccccc3n(Cc3ccccc3)c2c1=O)N1CCN(c2ccccn2)CC1 | 15 | -4 | 2 | -1 | 4 | -11 | -17 | 3 | i | 0 |
